M1 antag = human M1 muscarinic receptor antagonists, primary screen, CHO-K1 cells, Fluo-8 calcium fluorescence, 1536-well | CHO-K1 hM1, ACh EC80 antagonist | 1.3% of 360,000 active | Muscarinic acetylcholine receptor M1 (Homo sapiens), P11229 | inhibition, % at 3 µM | AID 588852, 2011;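 active = percent inhibition above its own plate's cutoff, namely the mean of that plate's compound wells plus 3 SD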;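 also: peak over basal fluorescence ratio during 140 s after agonist addition; 0% = ACh EC80 plus DMSO and 100% = DMSO alone without agonist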
Target sequence (P11229 whole entry, looked up): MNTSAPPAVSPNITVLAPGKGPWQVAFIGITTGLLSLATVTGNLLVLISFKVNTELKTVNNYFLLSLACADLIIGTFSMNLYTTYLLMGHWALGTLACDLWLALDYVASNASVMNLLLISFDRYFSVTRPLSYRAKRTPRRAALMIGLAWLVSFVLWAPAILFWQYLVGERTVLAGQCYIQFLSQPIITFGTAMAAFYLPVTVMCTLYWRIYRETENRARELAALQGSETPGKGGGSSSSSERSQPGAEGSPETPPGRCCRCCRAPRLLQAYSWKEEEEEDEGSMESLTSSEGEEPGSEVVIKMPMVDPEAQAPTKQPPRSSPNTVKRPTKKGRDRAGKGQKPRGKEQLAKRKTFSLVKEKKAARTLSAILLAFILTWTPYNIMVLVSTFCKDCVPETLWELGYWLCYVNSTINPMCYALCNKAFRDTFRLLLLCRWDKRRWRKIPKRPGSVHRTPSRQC
V1R ag counter = agonists of human V1a receptor, primary screen, counter-screen for OXTR agonist project, fluorescence, CHO-V1R cells | Fluo-8 calcium fluorescence, agonist mode; 0% DMSO, 100% 3 nM vasopressin | AID 2797, 2010 | activation, % at 3 µM | 0.25% of 320,000 active | Vasopressin V1a receptor (Homo sapiens), P37288;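 active = activation above the mean activation of all tested compounds plus 3 SD, per screening run, cut at about 20% in these data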;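 also: signal is peak over basal fluorescence ratio across a 100 second FLIPR read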
TAAR1 ag = human TAAR1 agonists, primary screen, Fluo-8 calcium fluorescence, CHO RD-HGA16 cells; Trace amine-associated receptor 1 (Homo sapiens), Q96RJ0; AID 624467, 2012; vehicle wells 0%, saturating PEA agonist 100%; 0.99% of 360,000 active; activation, % at 3 µM;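 active = activation above the mean activation of all test compounds in the run plus 3 SD, cut at about 38% in these data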
Target sequence (Q96RJ0 whole entry, looked up): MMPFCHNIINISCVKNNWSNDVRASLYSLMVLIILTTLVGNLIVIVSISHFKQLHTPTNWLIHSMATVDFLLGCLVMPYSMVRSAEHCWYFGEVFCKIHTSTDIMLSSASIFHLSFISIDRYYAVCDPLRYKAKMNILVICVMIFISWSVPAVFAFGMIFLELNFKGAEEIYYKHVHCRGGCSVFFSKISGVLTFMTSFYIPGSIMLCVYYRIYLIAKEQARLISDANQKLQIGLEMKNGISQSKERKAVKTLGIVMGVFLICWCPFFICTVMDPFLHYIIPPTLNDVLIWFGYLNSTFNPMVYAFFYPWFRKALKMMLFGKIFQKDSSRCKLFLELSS
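Signal – calcium-sensitive Fluo-8 signal, excitation 470-495, emission 515-575 nm · System – RD-HGA16 (CHO) cells co-expressing Gα16 and hTAAR1 · Incubation – 17-24 h seeding, 75 min 37 °C dye, 30 min RT · Compound dosing – 3 µM single concentration · Repeats – no replicates (n 1)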
CHRM1 PAM = human M1 muscarinic receptor positive allosteric modulators, primary screen, CHO-K1 cells, Fluo-8 calcium fluorescence, 1536-well. Muscarinic acetylcholine receptor M1 (Homo sapiens), P11229. CHO-K1 hM1, ACh EC20; 0% = ACh EC20, 100% = maximal ACh. activation, % at 3 µM. 0.088% of 360,000 active. AID 588819, 2011; in the data active = activation above about 19%, passing the limit was not always enough
OXTR agonist = human OXTR agonists, primary screen, fluorescence, CHO-OTR cells, Fluo-8 calcium | Fluo-8 calcium fluorescence; normalized: DMSO 0%, oxytocin 100% | activation, % at 3 µM | 0.32% of 320,000 active | Oxytocin receptor (Homo sapiens), P30559;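 active = activation above the mean of all tested compounds plus 3 SD, cutoff set per screening run, cut at about 20% in these data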;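 also: peak over basal fluorescence ratio from a 100 s FLIPR kinetic read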
CHO parental Ca = ATP-evoked calcium signal inhibitors, parental CHO, primary screen, counter-screen for OX1R antagonist project, cell-based, fluorescence, Fluo-8 calcium dye | inhibition, % at 5.6 µM | parental CHO-K1, ATP-induced calcium, Fluo-8 fluorescence | 0.63% of 330,000 active;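 active = inhibition above that plate's mean sample inhibition plus 3 SD, cut at about 26% in these data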;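 also: 0% = ATP-challenged DMSO wells and 100% = DMSO wells without ATP; some compounds past the cut are filed as inactive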
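Material: parental CHO cells / Compound: single nominal dose of 5.6 µM per compound / Signal: Fluo-8 fluorescence / Replicates: singlicate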
CHRM1 agonist = human M1 muscarinic receptor agonists, primary screen, Fluo-8 calcium fluorescence, CHO-K1 cells, HTS | CHO-K1 hM1, agonist mode; 0% DMSO, 100% acetylcholine EC100 | activation, % at 3 µM | 0.33% of 360,000 active;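 active = activation above the run's mean compound activation plus 3 SD, cut at about 16% in these data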;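 also: peak over basal fluorescence ratio within a 140 s kinetic read after compound addition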
OXTR potentiate = human OXTR potentiators, primary screen, fluorescence, CHO-OTR cells, Fluo-8 calcium; Oxytocin receptor (Homo sapiens), P30559; Fluo-8 calcium fluorescence, potentiator mode; 0% = oxytocin EC15, 100% = EC100; activation, % at 3 µM; 0.061% of 320,000 active; AID 2445, 2010;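 active = activation above that plate's cutoff, the mean activation of tested compounds plus 3 SD, cut at about 6.6% in these data, passing the limit was not always enough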;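 also: 100% uses oxytocin at 75 nM as the full agonist control; some results filed as inactive read as strong as hits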
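Assay system: CHO cell line stably expressing human OTR. Reagent: EC15 oxytocin agonist. Dosing: single dose, 3.0 µM nominal final compound concentration. Timing: compound 6 min at room temperature before oxytocin, 100 s read. Signal: kinetic Fluo-8 calcium fluorescence. Controls: oxytocin EC15 low and EC100 high.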
TAAR1 antag = human TAAR1 antagonists, primary screen, Fluo-8 calcium fluorescence, CHO RD-HGA16 cells | inhibition, % at 3 µM | AID 624466, 2012 | 1.5% of 360,000 active | antagonist | Trace amine-associated receptor 1 (Homo sapiens), Q96RJ0;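 active = inhibition above a per-plate cutoff, the mean inhibition of test compounds on that plate plus 3 SD, cut at about 49% in these data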;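 also: 0% = DMSO plus EC80 beta-PEA response and 100% = DMSO alone without agonist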
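System: RD-HGA16 CHO cells with stable hTAAR1 and Gα16 | Probe or stimulus: EC80 β-phenethylamine stimulus | Dosing: 3 µM, single point | Times: Dye loading 75 min at 37 °C, then 30 min room temperature | Measured by: Fluo-8 calcium-sensitive fluorescence | Read-out basis: % inhibition of agonist calcium response | Replicates: n of 1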
* hit, by the source's call; / = not tested or not shown.

Start of the data: the first 2 compounds, ahead of the listing:
| compound | M1 antag | V1R ag counter | TAAR1 ag | CHRM1 PAM | OXTR agonist | CHO parental Ca | CHRM1 agonist | OXTR potentiate | TAAR1 antag |
| --- | --- | --- | --- | --- | --- | --- | --- | --- | --- |
| COc1ccc(C(=O)COC(=O)CCN2C(=O)C3C4C=CC(C5CC45)C3C2=O)cc1 (stereo not drawn) | 5.6 | 10.1 | 5.5 | -2.8 | 7.0 | 15.5 | 0.2 | -15.6 | 6.2 |
| COc1ccc(F)cc1CSc1nnnn1-c1ccc(O)cc1 | 1.4 | 5.6 | -2.6 | 2.9 | 5.9 | -3.4 | -3.9 | -8.7 | 23.9 |

The list itself, from the first entry:
| compound | M1 antag | V1R ag counter | TAAR1 ag | CHRM1 PAM | OXTR agonist | CHO parental Ca | CHRM1 agonist | OXTR potentiate | TAAR1 antag |
| --- | --- | --- | --- | --- | --- | --- | --- | --- | --- |
| COc1ccc(C(=O)COC(=O)CCN2C(=O)C3C4C=CC(C5CC45)C3C2=O)cc1 (stereo not drawn) | 5.6 | 10.1 | 5.5 | -2.8 | 7.0 | 15.5 | 0.2 | -15.6 | 6.2 |
| COc1ccc(F)cc1CSc1nnnn1-c1ccc(O)cc1 | 1.4 | 5.6 | -2.6 | 2.9 | 5.9 | -3.4 | -3.9 | -8.7 | 23.9 |
| CCOc1cc(NS(=O)(=O)c2ccc(NC(C)=O)cc2)c(OCC)cc1NC(=O)C(C)C | -9.0 | 0.6 | 7.5 | 4.9 | 1.1 | -10.8 | 0.3 | 3.5 | 5.7 |
| CC(C)OCc1ccc(C(=O)N2CCN(S(=O)(=O)c3ccc(Br)s3)CC2)cc1 | 0.0 | 4.5 | 1.0 | -0.8 | 3.7 | -10.2 | -7.5 | -6.3 | 17.8 |
| O=C(Nc1ccccc1)c1cc(C2CCCCN2C(=O)OCCF)on1 (stereo not drawn) | -16.1 | / | 3.3 | 7.7 | / | / | -3.6 | / | -9.8 |
| O=c1c(Cc2ccccc2)c(O)ccn1Cc1ccc2c(c1)OCO2 | -12.7 | -0.9 | -0.7 | 11.1 | 0.1 | -11.6 | -1.2 | -11.4 | 10.2 |
| COc1ccc2oc(C(=O)N3CCc4ccccc43)c(C)c2c1 | -5.0 | -0.8 | 0.2 | 3.6 | 0.3 | -18.4 | -5.5 | -9.3 | -16.8 |
| COc1ccc(/C=C(\C#N)C(=O)OCC(=O)NCc2ccc(Cl)cc2)cc1 | / | 0.8 | / | / | 0.7 | -0.9 | / | -5.2 | / |
| COc1cc(CNCc2ccc(C)cc2)cc(OC)c1OC | -21.2 | 1.8 | 13.7 | 15.8 | -0.2 | -23.1 | -2.2 | -11.6 | -13.5 |
| CCc1ccc2nc(NC(=O)c3ccc(N4C(=O)CCC4=O)cc3)sc2c1 | -2.4 | 1.4 | 4.5 | 2.7 | 0.9 | -5.0 | 3.0 | -5.5 | -8.6 |
| O=c1cc(CN2CCN(c3ccc(O)cc3)CC2)nc2scc(-c3ccccc3)n12 | -10.9 | -0.8 | 0.3 | 6.8 | -1.2 | -12.8 | -4.8 | -15.7 | -12.9 |
| COc1nc(NC2CCCCC2)nc(NC(C)(C)C)n1 | -0.3 | -0.1 | 1.5 | -1.9 | -3.5 | -16.6 | -4.6 | -8.2 | -43.7 |
| Cc1ccc(C)c(C(=O)CSc2nc3ccccc3c(=O)[nH]2)c1 | 6.7 | 0.6 | 2.5 | -8.1 | 0.7 | -13.7 | 0.3 | -0.3 | 10.7 |
| Nc1ccc(-c2ncc(-c3ccccc3)o2)cc1 | -13.2 | 0.9 | -4.6 | 9.9 | -0.3 | -19.4 | -7.7 | -3.1 | 7.3 |
| Cc1[nH]c2ccccc2c1C(=O)CN1CC(C)CC(C)C1 (stereo not drawn) | 11.4 | 0.6 | 0.3 | -8.2 | 1.6 | -17.9 | -5.1 | -13.6 | -2.9 |
| O=C1NC(Cc2ccccc2)c2nc3cc(F)c(F)cc3c(=O)n2-c2cc3ccccc3cc21 (stereo not drawn) | 11.1 | / | 1.2 | -0.2 | / | / | -5.1 | / | 5.3 |
| Cn1c(-c2sccc2OCc2ccccc2)n[nH]c1=S | 8.6 | 0.5 | 6.7 | -0.4 | 0.8 | 2.8 | -3.2 | -6.5 | -8.8 |
| Nc1ccccc1NC(=O)c1ccccc1 | -13.6 | -0.1 | 3.6 | 6.7 | -0.1 | -15.3 | 0.1 | -12.5 | -4.4 |
| Cc1noc(C)c1CCC(=O)Nc1cc(C(=O)O)ccc1Cl | -16.8 | / | 2.0 | 12.6 | / | / | -2.2 | / | -18.1 |
| Fc1ccccc1/C=N/Nc1ccc(Cl)nn1 | -9.1 | -1.0 | 5.8 | 6.4 | -1.1 | -7.7 | -1.2 | -6.2 | -9.4 |
| CC1=C(C(=O)N2CCCCCC2)CC(CC(=O)NCCCCc2ccccc2)C(=O)N1Cc1ccccc1 (stereo not drawn) | -25.3 | / | 3.3 | -0.6 | / | / | 4.9 | / | -0.5 |
| O=C(O)CN1C(=O)/C(=C\c2ccccc2OCc2ccc(Cl)cc2)SC1=S | -2.4 | 0.4 | 2.2 | 4.9 | -1.0 | -4.0 | -4.3 | -2.2 | -6.7 |
| Cc1sc2ncnc(N3CCC(C(=O)NNC(=O)COc4cccc(C(F)(F)F)c4)CC3)c2c1C | 15.5 | 0.7 | 17.4 | -10.0 | 2.0 | -7.2 | -1.2 | -13.1 | 63.6* |
| CCc1ccc(NC(=O)C(=O)NCC2CCCN2S(=O)(=O)c2cccs2)cc1 (stereo not drawn) | 1.9 | 1.4 | 2.9 | -2.1 | -2.1 | -15.3 | -1.4 | -6.3 | 25.1 |
| CCCCC[n+]1ccn(C2=C([O-])c3ccccc3C(=O)/C2=N\S(=O)(=O)c2ccccc2)c1 | -26.8 | -0.9 | 2.0 | 0.4 | -2.0 | -31.1 | -5.8 | 3.8 | -2.9 |
| CCc1ccccc1N(C(C)=O)c1nc(CN=C=S)cs1 | 5.8 | -0.2 | 11.6 | -1.9 | 0.0 | 0.0 | -4.4 | -9.8 | 0.8 |
| COc1ncnc2c1oc1nc(C)c3c(c12)CC(C)(C)OC3 | 1.2 | -2.7 | 4.8 | 2.7 | 0.7 | 6.8 | -1.5 | -2.0 | -22.0 |
| CCOc1ccccc1-n1c(N)c(C(N)=O)sc1=S | -12.5 | -0.3 | 13.1 | 9.5 | 1.1 | 8.2 | -1.0 | 5.1 | -17.6 |
| CCN1C(=O)C(c2ccc(O)cc2)(c2ccc(O)cc2)c2ccccc21 | 9.2 | 0.0 | 2.5 | 0.8 | 2.3 | -5.1 | -6.0 | -3.3 | 17.1 |
| CCOC(=O)c1nc(NCCc2ccccc2)sc1C | -5.5 | -0.4 | 1.4 | 5.4 | -2.3 | -22.5 | -4.0 | -16.6 | -30.9 |
| COc1cc(CN2CCCC(N3CCc4ccccc4C3)C2)c(Cl)cc1O (stereo not drawn) | -4.5 | 0.7 | 2.2 | -2.1 | 0.7 | -2.1 | -9.4 | -4.5 | -3.2 |
| O=C(CSc1ccccn1)N1CCCC(Nc2ccccc2)C1 (stereo not drawn) | 3.7 | / | 1.2 | -2.5 | / | / | 12.8 | / | -26.7 |
| COCCCNC(=S)NNC(=O)c1ccoc1C | 5.3 | 0.6 | 3.7 | 0.0 | 1.0 | 12.7 | -3.0 | -1.6 | -2.3 |
| C1=Nc2ccccc2CN1c1ccccc1 | -2.9 | 0.3 | -0.7 | -4.1 | 0.2 | -0.4 | -10.8 | 2.9 | 2.9 |
| CCOC(=O)C(=Cc1ccc(Br)cc1)C(=O)OCC | -8.8 | / | 7.6 | 6.7 | / | / | -5.3 | / | -6.9 |
| CCc1ccc(NC(=O)COc2ccc(/C=C(/C#N)c3nc4ccccc4[nH]3)cc2OC)cc1 | -4.1 | 0.9 | 10.3 | 11.4 | 0.7 | -4.6 | -3.0 | -3.4 | 12.8 |
| CC1CCN(C(=O)NC(=O)c2ccc(Cl)cc2)CC1 | -4.7 | 0.5 | 1.4 | 5.4 | 0.0 | -10.6 | -1.9 | -5.0 | -15.7 |
| COc1ccc(C(C)=NNC(=O)c2cccc(S(=O)(=O)N3CCCC3)c2)cc1 | 15.3 | 1.1 | 0.7 | -9.6 | 1.2 | -17.0 | -5.5 | -6.6 | -6.7 |
| O=C(CSc1nnc(CCCO)n1-c1ccccc1)Nc1nccs1 | -1.9 | 0.8 | 2.7 | 2.1 | 0.1 | 0.2 | -4.1 | -7.8 | -21.8 |
| O=C(COc1ccc(Cl)cc1Cl)N1CCNC1=O | -10.0 | 0.3 | 1.4 | 10.6 | -0.1 | -4.2 | -2.4 | -6.0 | -21.2 |
| CCc1ccc(CNC(=O)C2CC(=O)N(C3CCCC3)C2)cc1 (stereo not drawn) | -11.1 | 1.9 | 0.5 | 5.8 | 1.0 | -24.8 | -2.0 | 1.9 | 1.5 |
| O=C(COC(=O)C1(c2ccc(Cl)cc2)CCCC1)Nc1ncc(C(F)(F)F)cc1Cl | 12.7 | 3.7 | 5.0 | -21.2 | -1.7 | -6.3 | -11.1 | -6.7 | 35.3 |
| CCc1nnc(NC(=O)CSc2nnc(-c3ccco3)n2CC)s1 | -8.9 | 0.3 | 8.4 | 5.3 | 0.2 | -15.7 | -5.2 | 0.6 | -9.6 |
| COc1ccc(Br)cc1C(=O)Nc1ccc(C(=O)NCC(C)C)cc1 | -1.7 | -0.5 | 3.5 | 6.3 | -2.1 | -21.6 | -5.3 | -15.8 | 16.8 |
| CCOC(=O)c1c(SC)nc(SC)c2c1CCC2 | -7.3 | 1.6 | 15.9 | 7.9 | -0.7 | -25.1 | -1.4 | -1.8 | -21.1 |
| CCN(CC)C(=O)Cn1cc(S(=O)(=O)CC(=O)NC2CCCCC2)c2ccccc21 | -15.2 | -0.3 | -0.3 | 3.8 | -1.1 | -11.1 | -2.1 | -8.9 | -21.2 |
| O=c1c2cc([N+](=O)[O-])ccc2sn1-c1ccccc1 | -12.3 | / | 20.0 | 7.3 | / | / | 1.7 | / | 28.6 |
| Cc1ccc(C(=O)NC2CCCCCCC2)cc1S(=O)(=O)N1CCOCC1 | -10.2 | / | 0.7 | 4.7 | / | / | -3.0 | / | -20.2 |

Bioassay records (PubChem BioAssay)
